Screens as filed in PubChem.
hK5 inh – human KLK5 protease inhibitors, primary screen, biochemical, 1536-well | Kallikrein-5 (Homo sapiens), Q9Y337 | recombinant hK5, fluorogenic AMC substrate cleavage | inhibition, % at 5 µM | 0.59% of 210,000 active | AID 873, 2007;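 active = inhibition of 40% or more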;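 note: 0% = enzyme controls without compound and 100% = no-enzyme blanks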
Target sequence (Q9Y337 67-293 limits assumed): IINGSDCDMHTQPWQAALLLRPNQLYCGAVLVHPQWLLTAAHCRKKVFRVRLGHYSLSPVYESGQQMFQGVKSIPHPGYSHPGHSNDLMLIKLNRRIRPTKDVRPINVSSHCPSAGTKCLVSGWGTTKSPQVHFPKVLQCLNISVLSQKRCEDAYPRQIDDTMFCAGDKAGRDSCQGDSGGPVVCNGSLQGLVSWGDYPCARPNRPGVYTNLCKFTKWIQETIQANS
Rad51 HR inh – human RAD51 strand exchange inhibitors, primary screen, biochemical, fluorescence | DNA repair protein RAD51 homolog 1 (Homo sapiens), Q06609 | inhibition, % at 10 µM | hRad51 DNA strand exchange, fluorescence dequenching | 0.085% of 200,000 active;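 active = inhibition above 40% at the single screening dose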;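 note: 0% = DMSO control wells and 100% = blanks with heterologous ssDNA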
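Assay system: Human Rad51 nucleoprotein filaments preassembled on unlabelled ssDNA | Reagent: Donor/quencher-labelled 47-bp dsDNA substrate | Doses: One concentration, 10 µM final | Times: 37 °C 15-min filament assembly, 30-min compound preincubation, 15-min exchange | Technique: Fluorescein emission 520 nm, excitation 485 nm | Benchmarks: Plate control and blank wells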
thrombin 1536 – human alpha-thrombin inhibitors, primary screen, counter-screen for coagulation protease inhibitor project, biochemical, 1536-well, fluorogenic AMC substrate | Boc-VPR-AMC fluorogenic substrate cleavage | 0.26% of 220,000 active | inhibition, % at 5 µM;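 active = inhibition at or above 40%; inactive = inhibition below 40%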;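 note: 0% = enzyme with no compound and 100% = wells without enzyme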
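Assay system: human alpha-thrombin enzyme. Reagent: Boc-VPR-AMC substrate, 15 µM final. Compound dosing: one concentration per compound, 5 µM, with 0.2% DMSO. Incubation: room-temperature reaction. Technique: AMC fluorescence, 355/460 nm. Measure: % inhibition relative to enzyme controls and enzyme-free blanks.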
p47phox inh – p47phox/p22phox peptide binding inhibitors, primary screen, biochemical, uHTS, NADPH oxidase regulatory subunit; 0.53% of 220,000 active; AID 1274, 2008; fluorescence polarization, 2 h; inhibition, % at 24.7 µM;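 note: 0% = p47phox with labelled peptide and 100% = labelled peptide alone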
Target sequence (P14598 whole entry, looked up): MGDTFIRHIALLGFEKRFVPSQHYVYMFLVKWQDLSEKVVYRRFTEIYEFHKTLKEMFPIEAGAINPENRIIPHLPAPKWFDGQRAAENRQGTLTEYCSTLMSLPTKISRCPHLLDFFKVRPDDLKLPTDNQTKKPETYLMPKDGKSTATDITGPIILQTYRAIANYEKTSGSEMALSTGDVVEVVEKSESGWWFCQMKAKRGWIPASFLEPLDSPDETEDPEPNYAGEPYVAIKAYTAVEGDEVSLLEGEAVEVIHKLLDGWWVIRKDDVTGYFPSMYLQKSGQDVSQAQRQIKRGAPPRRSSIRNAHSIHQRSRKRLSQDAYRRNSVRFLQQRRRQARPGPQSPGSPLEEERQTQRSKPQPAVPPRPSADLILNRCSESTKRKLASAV
eIF4E 4G PPI – eIF4E–eIF4G protein interaction inhibitors, primary screen, biochemical, uHTS, TR-FRET, eIF4GI fragment | Eukaryotic translation initiation factor 4E (Mus musculus) + Eukaryotic translation … | TR-FRET eIF4E-eIF4GI(517-606) binding, 2 h | inhibition, % at 21.7 µM | 0.37% of 220,000 active;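 note: 0% = full FRET control wells and 100% = background wells lacking eIF4GI fragment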
14-3-3 Bad PPI – inhibitors of 14-3-3 zeta/Bad binding, primary screen, biochemical, TR-FRET, bovine 14-3-3 zeta. 14-3-3 protein zeta/delta (Bos taurus), P63103. TR-FRET 14-3-3zeta/Dy647-pBad peptide displacement, 1 h. inhibition, % at 21.7 µM. 0.71% of 220,000 active. AID 781, 2007;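 active = inhibition above about 70%, limit read from the data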;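 note: 0% = full 14-3-3 plus peptide FRET controls and 100% = background without 14-3-3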
Furin inh – human furin inhibitors, primary screen, biochemical, fluorescence intensity; P09958; purified furin, fluorogenic substrate cleavage; inhibition, % at 30 µM; 0.061% of 220,000 active; AID 463115, 2010; in the data active = inhibition above about 25%; note: inactives centre near -15
KCC2 mod – KCC2 cotransporter modulators, thallium flux, primary screen, cell-based, HEK293 KCC2, FluoZin-2 fluorescence, MLSMR. KCC2 cells, thallium flux FluoZin-2 fluorescence. 2.2% of 190,000 active. AID 1456, 2008. Solute carrier family 12 member 5 (Homo sapiens), Q9H2X9. B-score of Tl+ flux slope (higher = more flux/activation; lower = inhibition) at 10 µM;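 active = thallium flux slope and its plate-corrected score both differing from the plate sample mean at a set confidence after two filtering rounds, in either direction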;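 note: slope of fluorescence scaled to starting intensity during 10 to 20 s after thallium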
EBV gp42 inh – Epstein-Barr virus gp42 inhibitors, primary screen, biochemical, uHTS, fluorescence polarization | Fluorescence polarization binding assay, mP read-out | inhibition, % (tested at 21.74 µM) | 0.42% of 220,000 active; in the data active = inhibition above about 50%
Target sequence (Q1HVG2 whole entry, looked up): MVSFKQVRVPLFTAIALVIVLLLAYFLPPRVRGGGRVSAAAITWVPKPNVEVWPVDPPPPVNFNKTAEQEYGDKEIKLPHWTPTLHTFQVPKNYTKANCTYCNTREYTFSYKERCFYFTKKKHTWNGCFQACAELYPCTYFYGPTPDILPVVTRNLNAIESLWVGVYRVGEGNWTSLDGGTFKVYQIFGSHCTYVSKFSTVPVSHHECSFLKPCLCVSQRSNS
Numbers without * were called inactive; x = no result given; & = joins results of further samples; [ ] = another dose, or the depositor's remark.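 Rule for the calls, unless noted: active = inhibition above about 30% (limit read from the data); inactive = the rest.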 Outcome played no part in choosing rows; about 4.7% have a hit in one of these screens.

Screens in order: hK5 inh	Rad51 HR inh	thrombin 1536	p47phox inh	eIF4E 4G PPI	14-3-3 Bad PPI	Furin inh	KCC2 mod	EBV gp42 inh
Cc1ccccc1C(=O)Nc1ccc(N2CCCC2)cc1
 : 6	-9	-2	7	15	-3	-9	-1.2	-9
O=C(Nc1cccc(C(F)(F)F)c1)C1CCCO1 (stereo not drawn)
 : -3	4	-5	4	0	-10	-22	0.076	2
Cc1cccc(OCC(=O)OCC(=O)c2c(N)n(C)c(=O)n(C)c2=O)c1
 : 0	-5	1	-2	-5	13	-27	x	-18
Cn1c(=O)c2cc(S(=O)(=O)NCCC(=O)NC3CCCCCC3)ccc2n(C)c1=O
 : -14	4	-7	-13	-1[fluorescence artefact?]	-1[fluorescence artefact?]	-20[20 µM]	x	1
O=[N+]([O-])c1ccc(N2CCN(S(=O)(=O)c3ccc4ccccc4c3)CC2)cc1NCc1ccco1
 : -3	5	13	-2	-18	-5	-23[20 µM]	x	0
Brc1ccc(-c2cnnc(N3CCCC3)n2)cc1
 : -20	12	0	-3	0	8	-1	x	-1
C=CCn1c(-c2cccc([N+](=O)[O-])c2)n[nH]c1=S
 : 0	13	0	0	2	-10	-32	-0.37	-20
COc1cc(/C=N/NC(=O)CCC(=O)NCc2ccccc2)cc(OC)c1OC
 : -7	-33	-6	-3	8[fluorescence artefact?]	17	-6	-0.084	-14
COc1ccc(N2C(=O)[C@@H]3[C@H](C2=O)[C@H](C(=O)c2ccc(OC(C)=O)cc2)N2N=CC=C[C@@H]32)cc1
 : -18	-14	-1	-59	4	-2[fluorescence artefact?]	1	1.1	-13
CCn1c(C)cc2c(c1=O)C(c1ccc3c(c1)OCO3)C(C#N)=C(N)O2 (stereo not drawn)
 : -11	-9	5	-14	1	2	-7[20 µM]	-1.1	-16
Cc1nc2ccccn2c1C(=O)N=Nc1c(O)n(CCC(C)C)c2ccccc12
 : -4	-16	8	16	2	-3	-5	-0.69	6
CN(C)C(=S)Nc1ccc(N2CCOCC2)cc1
 : -4	11	-9	-7	2	-12	-15	0.19	-11
CCCCN(c1ccccc1)S(=O)(=O)c1ccc2c(c1)CCN2C(=O)CCC(=O)O
 : -6	-1	-1	-12	-1	-10	1[20 µM]	x	-16
O=C(NCC1CCCO1)c1cc2ccccc2[nH]1 (stereo not drawn)
 : -25	-10	1	-3	2	-2	-14	0.81	-15
CCOc1cc(N2CCOCC2)c(OCC)cc1NC(=O)c1ccccc1
 : 2	5	16	0	2	-8	-8	x	-5
CC(C)=CCN1CCN(Cc2cc(CC(C)C)n[nH]2)CC1CCO (stereo not drawn)
 : 6	x	-3	-5	-1	8	-9	1.4	-17
CCn1cc(C2=NC(CC(C)C)CO2)c2ccccc21 (stereo not drawn)
 : 0	x	-8	-9	1	-3	-11	-1.2	4
CCN(CC)/C(=N/S(=O)(=O)c1ccc(C)cc1)c1ccccc1
 : 16	1	-1	-5	-5	4	-24[20 µM]	x	8
CCOC(=O)c1cc(C#N)c(N2CCN(c3ccc(OC)cc3)CC2)[nH]c1=O
 : 2	-4	0	-19	-1	-3	-14	-0.018	-13
O=C(c1ccccc1Cl)N1CCCC(c2nc3c(nnn3Cc3ccccc3)c(=O)[nH]2)C1 (stereo not drawn)
 : -10	-8	-9	-8	-7[fluorescence artefact?]	-4	-11	-3.5	0
Cc1ccc2c(c1)-c1c(cnn1CC(=O)N(CCC#N)c1ccccc1)CO2
 : -4	-3	6	-7	0	7	-21	-0.13	-2
COc1ccc(C(N)CCc2ccc(C)o2)cc1 (stereo not drawn)
 : 22	x	19	-5	-3[fluorescence artefact?]	88*[fluorescence artefact?]	-14	1.2	5
COc1cc(OC)cc(C(=O)NC(=S)Nc2ccc(N3CCCC3)cc2)c1
 : -7	27	-5	3	4	4[fluorescence artefact?]	-17	0.88	2
COc1cc(NC(=S)Nc2cccc(Cl)c2Cl)c(OC)cc1Cl
 : -18	0	-6	-3	-3[fluorescence artefact?]	-21	-19	0.58	11
C#CCOCCOCCOCCNc1nc(N2CCN(C(=O)[C@H](Cc3cc4ccccc4[nH]3)n3cc(C(N)CC(C)C)nn3)CC2)nc(N2CCN(C(=O)[C@H](CCC(=O)O)n3cc(C(N)[C@H](C)CC)nn3)CC2)n1 (stereo partly drawn)
 : -1	0	-2	x	3	47	-22	0.073	-3
CCCN(CCC)C(=O)c1ccc2c(c1)N(Cc1ccccc1)C(=O)CS2=O (stereo not drawn)
 : -23	1	-4	-8	0[fluorescence artefact?]	-1[fluorescence artefact?]	-24	-1.1	-15
O=C(Nc1ccc(Cl)cn1)C1CCCN1S(=O)(=O)c1cccc2ccccc12 (stereo not drawn)
 : -6	-4	0	-9	0	4	-7[20 µM]	-0.53	10
O=c1[nH]c(SCc2n[nH]c(=S)n2-c2ccccc2)nc2ccccc12
 : 3	10	-1	-2	-3	3[fluorescence artefact?]	-22[20 µM]	-0.44	-8
Cc1c(C(=O)O)oc2c1C(O)CC(C)(C)C2 (stereo not drawn)
 : 17&1	-2&8	-1&-5	-10&-6	1&0	-4&1	-13&-13[20 µM]	-0.33&0.46	-9&-2
CCCCS(=O)CC(CS(=O)CCCC)OC(=O)c1ccccc1 (stereo not drawn)
 : -17	-6	-2	0	0	-7	-16	x	-2

Reprinted at random: 2 records from the list
Screens in order: hK5 inh	Rad51 HR inh	thrombin 1536	p47phox inh	eIF4E 4G PPI	14-3-3 Bad PPI	Furin inh	KCC2 mod	EBV gp42 inh
O=C(NCC1CCCO1)c1cc2ccccc2[nH]1 (stereo not drawn)
 : -25	-10	1	-3	2	-2	-14	0.81	-15
COc1cc(OC)cc(C(=O)NC(=S)Nc2ccc(N3CCCC3)cc2)c1
 : -7	27	-5	3	4	4[fluorescence artefact?]	-17	0.88	2

Going on with the list.
Screens in order: hK5 inh	Rad51 HR inh	thrombin 1536	p47phox inh	eIF4E 4G PPI	14-3-3 Bad PPI	Furin inh	KCC2 mod	EBV gp42 inh
CC1CCC(NC(=O)CN2C(=O)C3CCCN3c3ncc(Cl)cc32)CC1 (stereo not drawn)
 : -20	-1	3	-82	-56	-5	-1[20 µM]	-0.12	-48
C(=N\Nc1nc2ccccc2[nH]1)/C1CCCCC1
 : -7	1	-12	-8	-4	-21	-27	-0.34	-3
O=C(c1ccccc1)c1ccc(OCCO)cc1
 : -7	6	2	-1	4	-2	-12	1.1	0
O=C1c2[nH]nc(-c3ccccc3O)c2C(c2cccc(Cl)c2)N1Cc1ccco1 (stereo not drawn)
 : -24	4	3	-15	1	-10	-28	x	3
COc1ccc2c(c1)c(C(=O)CN1CCN(c3ccccc3)CC1)c(C)n2C
 : -8	-11	-9	-12	-4	-2	-19	-0.72	-2
CC1CN(S(=O)(=O)c2cn(C)c(=O)n(C)c2=O)CC(C)O1 (stereo not drawn)
 : 1	2	3	-2	-5[fluorescence artefact?]	6	-23	-2.2	-17
CCCCOC(=O)Cn1c2ccc(OC)cc2c2nc3ccccc3nc21
 : 4	-4	0	22	0[fluorescence artefact?]	17[fluorescence artefact?]	-17[20 µM]	0.17	79*
C=CCn1c(C2CC2)n[nH]c1=S
 : 1	-5	-2	8	-5	-5	-13	0.56	0
O=C(O)CCN(CCC(=O)O)c1nnc(SCc2ccccc2)s1
 : -5	0	-5	-17	-6	-9[fluorescence artefact?]	-14[20 µM]	0.24	-13
CN(C)C(=O)c1cc(C(=O)c2ccc(C(F)(F)F)cc2F)c[nH]1
 : -6	6	-10	3	-1	1	-29	-0.19	-1
Cc1ccc(S(=O)(=O)NC(=NCC(=O)O)c2ccccc2)cc1
 : 8	-11	-6	-5	7	44	-13	-0.00029	-20
CCc1nc2ccccc2c(C(=O)NCc2ccccc2)c1C
 : 6	-6	-7	-2	4	10	4	-0.35	-5
O=C(/C=C/c1ccc(Cl)cc1)NC(=S)Nc1ccc(CN2CCOCC2)cc1
 : -5	1	1	-5	16	4	-5	1	5
S=c1[nH]nc(CCCc2n[nH]c(=S)o2)o1
 : 0	12	2	-14	3	-3	-12	-0.1	-26
CCOc1ccccc1N1C(=O)c2ccc(C(=O)Nc3cccnc3)cc2C1=O
 : -23	2	8	-2	-3	3	-23	-4.6*	-2
COc1ccc(N(C)C(=O)CCC(=O)Nc2ccc3nc(N4CCOCC4)cc(C)c3c2)c(OC)c1
 : -12	-6	-6	-7	13	18	-20	0.08	2
Cc1ccc(NC(=O)c2ccccc2OCC(=O)Nc2cccc(Cl)c2C)nc1
 : -6	-22	4	22	13	66	-17	0.12	-14
O=C(NCCc1ccc(F)cc1)c1cc(-c2ccncc2)nc2ccccc12
 : -2	x	-11	-13	-1	-16	-1	-0.15	-19
CCOC(=O)c1cccc(NC(=O)CSc2nnc(-c3ccncc3)n2CCCOC)c1
 : -22	2	-11	-1	0	-19	-8	0.97	-5
CC(=O)c1c(C)[nH]c(C(=O)OC2CCOC2=O)c1C (stereo not drawn)
 : -6	-3	-1	-14	-1	3	-8	1.2	-17
O=C(NCC1CCCO1)c1ccc(Oc2ccc([N+](=O)[O-])cc2)cc1 (stereo not drawn)
 : -15	4	4	-11	5	9	-38	-0.92	-11
CCn1c(C)c2c(C)nnc(C)c2c1C
 : -21	-1	-9	-7	-6	-17	-12[20 µM]	x	-3
O=C1CN(C(=S)NC(=O)c2ccc(-c3ccccc3)cc2)CCN1
 : -20	-1	1	-16	-3	10	-12	-0.098	-3
Cc1ccc(NC(=O)/C(=C/c2cccs2)NC(=O)c2ccco2)c(C)c1
 : -24	x	-3	-14	2[fluorescence artefact?]	-6	-10	-0.14	-5
O=C(Oc1ccccc1)c1ccc(COC(=O)c2cnccn2)cc1
 : 0	x	3	-12	-3[fluorescence artefact?]	-2	-9[20 µM]	x	-34
O=C1CN(CC(=O)Nc2ccc(Cl)cc2)CCN1
 : -2	-10	2	3	-1	-7	-17[20 µM]	0.0073	-11
CCOC(=O)C1=C(C)NC(C)=C(C(=O)OCC)C1c1ccc([N+](=O)[O-])s1
 : -8	14	-1	-10	12	-4	9	-1.2	-1
COC(=O)c1ccc(CSc2nnc3ccccn23)o1
 : 0	0	-1	4	-3	7	3	-0.074	-3
COc1ccc(C2OC(=O)CC2C(=O)NC2CCCC(C)C2C)cc1OC (stereo not drawn)
 : 0	-1	-1	-14	-11[fluorescence artefact?]	-5[fluorescence artefact?]	-5[20 µM]	0.3	7
O=C(N/N=C/c1ccco1)c1ccc(OCc2ccccc2)cc1
 : 8	-10	-7	-46	2	4	-23	0.051	-7
CC(C)CCn1c(SCC(N)=O)nc2c1c(=O)n(C)c(=O)n2C
 : -13	-10	-4	-2	3[fluorescence artefact?]	-7[fluorescence artefact?]	-14	0.18	-29
CN1CCN(CC(C)(C)NS(=O)(=O)c2ccc(Cl)cc2)CC1
 : -9	8	1	-8	5	9	-20	-0.16	-15
